Screening data (PubChem)
CHO parental Ca: counter-screen for OX1R antagonists: effect in parental CHO cells | parental CHO-K1, ATP-induced calcium, Fluo-8 fluorescence | inhibition, % at 5.6 µM | hit rate 0.63% among 330,000;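 active means inhibition above that plate's mean sample inhibition plus 3 SD, cut at about 26% in these data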;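 further: 0% = ATP-challenged DMSO wells and 100% = DMSO wells without ATP; some compounds past the cut are filed as inactive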
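Test system: untransfected parental CHO cell line; also added: ATP stimulus; dosing: 5.6 µM, single dose; signal: calcium-sensitive Fluo-8 fluorescence; measure: percent inhibition of ATP-evoked calcium rise, normalized to controls; benchmarks: low control ATP plus DMSO, high control DMSO only; replication: one well per compound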
CHO-K1 Ca antag: counter-screen for M1 antagonists: effect in parental CHO-K1 cells | ATP-induced calcium, Fluo-8 fluorescence | inhibition, % at 3 µM | hit rate 0.6% among 360,000;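 active means inhibition above a per-plate cutoff, the plate's mean sample inhibition plus 3 SD, cut at about 24% in these data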;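 further: 0% = DMSO plus EC80 ATP and 100% = DMSO alone without ATP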
CHRM1 PAM: positive allosteric modulators of human M1 muscarinic receptor; activation, % at 3 µM; CHO-K1 hM1, Fluo-8 calcium fluorescence, ACh EC20; 0% = ACh EC20, 100% = maximal ACh; P11229; AID 588819; hit rate 0.088% among 360,000; in the data active means activation above about 19%, passing the limit was not always enough
Target sequence (P11229 whole entry, looked up): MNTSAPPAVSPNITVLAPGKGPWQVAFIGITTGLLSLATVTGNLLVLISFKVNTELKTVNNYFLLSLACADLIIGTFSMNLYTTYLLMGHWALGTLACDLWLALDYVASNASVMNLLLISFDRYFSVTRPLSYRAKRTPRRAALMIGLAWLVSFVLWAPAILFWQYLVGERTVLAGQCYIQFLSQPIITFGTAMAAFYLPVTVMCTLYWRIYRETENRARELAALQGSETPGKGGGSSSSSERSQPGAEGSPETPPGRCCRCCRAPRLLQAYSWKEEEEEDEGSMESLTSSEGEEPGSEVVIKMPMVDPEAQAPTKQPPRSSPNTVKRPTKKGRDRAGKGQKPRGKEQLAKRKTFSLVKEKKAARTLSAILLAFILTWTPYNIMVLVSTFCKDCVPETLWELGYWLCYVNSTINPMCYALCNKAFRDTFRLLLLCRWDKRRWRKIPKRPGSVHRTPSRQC
M1 PAM parental: counter-screen for M1 PAMs: effect in parental CHO-K1 cells | hit rate 0.02% among 360,000 | activation, % at 3 µM | ATP EC20, Fluo-8 calcium fluorescence; 0% at ATP EC20, 100% at ATP max;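 active means activation above the run cutoff, the mean activation of all test compounds plus 3 SD, cut at about 40% in these data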;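 further: peak over basal fluorescence ratio in a 140 s read after ATP addition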
M1 antag: antagonists of human M1 muscarinic receptor. P11229. inhibition, % at 3 µM. CHO-K1 hM1, Fluo-8 calcium fluorescence, ACh EC80 antagonist. AID 588852. hit rate 1.3% among 360,000;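 active means percent inhibition above its own plate's cutoff, namely the mean of that plate's compound wells plus 3 SD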;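 further: peak over basal fluorescence ratio during 140 s after agonist addition; 0% = ACh EC80 plus DMSO and 100% = DMSO alone without agonist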
M1 ag parental: counter-screen for M1 agonists: effect in parental CHO-K1 cells | hit rate 0.48% among 360,000 | activation, % at 3 µM | Fluo-8 calcium fluorescence; scaled to maximal ATP response, vehicle zero; in the data active means activation above about 15%;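 further: untransfected CHO-K1 host cells lacking M1 receptor as counterscreen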
TAAR1 agonist: human TAAR1 agonism. CHO RD-HGA16 TAAR1, Fluo-8 calcium fluorescence; vehicle wells 0%, saturating PEA agonist 100%. activation, % at 3 µM. hit rate 0.99% among 360,000. AID 624467;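 active means activation above the mean activation of all test compounds in the run plus 3 SD, cut at about 38% in these data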
Target sequence (Q96RJ0 whole entry, looked up): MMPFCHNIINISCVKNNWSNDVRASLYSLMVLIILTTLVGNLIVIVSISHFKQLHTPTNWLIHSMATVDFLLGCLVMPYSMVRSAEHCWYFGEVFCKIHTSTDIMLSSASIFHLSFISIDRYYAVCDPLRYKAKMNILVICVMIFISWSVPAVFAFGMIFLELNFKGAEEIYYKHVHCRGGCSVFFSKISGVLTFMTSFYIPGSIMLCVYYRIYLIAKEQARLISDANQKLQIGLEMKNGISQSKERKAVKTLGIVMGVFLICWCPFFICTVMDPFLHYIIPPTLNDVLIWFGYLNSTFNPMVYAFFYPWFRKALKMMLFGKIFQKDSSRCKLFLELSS
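test system = CHO RD-HGA16 cells carrying human TAAR1 plus Gα16 | schedule = 17-24 h seeding, 75 min 37 °C dye, 30 min RT | compound dosing = 3 µM single concentration | control set = DMSO and PEA EC100 | replicates = n 1 | signal = Fluo-8 fluorescence, 5 s baseline then 140 s kinetic read | measure = percent activation vs PEA EC100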
CHRM1 agonist: activates human CHRM1 receptor | activation, % at 3 µM | CHO-K1 hM1, Fluo-8 calcium fluorescence, agonist mode; 0% DMSO, 100% acetylcholine EC100 | AID 588814 | hit rate 0.33% among 360,000 | P11229;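 active means activation above the run's mean compound activation plus 3 SD, cut at about 16% in these data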;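 further: peak over basal fluorescence ratio within a 140 s kinetic read after compound addition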
TAAR1 antagonist: human TAAR1 antagonism. Q96RJ0. CHO RD-HGA16 TAAR1, Fluo-8 calcium fluorescence, antagonist. inhibition, % at 3 µM. hit rate 1.5% among 360,000;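 active means inhibition above a per-plate cutoff, the mean inhibition of test compounds on that plate plus 3 SD, cut at about 49% in these data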;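 further: 0% = DMSO plus EC80 beta-PEA response and 100% = DMSO alone without agonist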
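Assay system: RD-HGA16 CHO cells with stable hTAAR1 and Gα16 / Reagent: EC80 β-phenethylamine stimulus / Doses: 3 µM, single point / Timing: dye loading 75 min at 37 °C, then 30 min room temperature / Measured by: Fluo-8 intracellular calcium dye fluorescence, real-time kinetic reads / Controls: vehicle wells and EC80 agonist wells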
Active calls of the source: *; · = no result given.

Every second line gives: CHO parental Ca, CHO-K1 Ca antag, CHRM1 PAM, M1 PAM parental, M1 antag, M1 ag parental, TAAR1 agonist, CHRM1 agonist, TAAR1 antagonist
> CCN(CC)C(=O)CSc1nnc(-c2ccc(O)cc2)n1CC1CCCO1 (stereo not given)
 : 1, -16, 4, 13, -4, 0.7, 1, -4, 7
> COc1cc(CC(=O)N(C)CC(=O)Nc2ccc(Cl)c(C(F)(F)F)c2)cc(OC)c1OC
 : -19, -2, -1, 4, 6, 5.9, 4, -10, 19
> Cc1cc(C=O)c(C)n1-c1ccc(Oc2ccc([N+](=O)[O-])cn2)cc1
 : -5, -7, 1, 4, -1, 0.7, 7, -4, 2
> CC(=O)Nc1ccc(S(=O)(=O)NCc2nnnn2-c2ccc(Cl)cc2)cc1
 : -3, -12, 10, 25, -11, 2.2, 2, -6, -2
> C/C(=N/NC(=O)CSc1nc2ccccc2n1C)c1ccco1
 : -16, -14, 9, 22, -11, 1.2, 1, 0, -11
> Cc1ccc(C(=O)C2=C(O)C(=O)N(Cc3cccnc3)C2c2ccc(Cl)cc2)o1 (stereo not given)
 : -15, -9, 18, -9, -11, -0.8, -1, 2, 3
> CSc1ccc(Cl)c(C(=O)N(C)CC(=O)Nc2ccc(N3CCOCC3)cc2)c1
 : -10, 3, 3, -1, -16, 0.9, 2, 0, -9
> CC(=O)Nc1nc(C)c(CCC2OCCO2)c(=O)[nH]1
 : -4, -10, 4, -5, -6, 0.2, 9, -3, -16
> CC(C)(C)S(=O)N1Cc2cc(C(=O)NCC(F)(F)F)nc(-c3cccc(-c4cccc(F)c4)c3)c2[C@@H]1CCO (stereo not given in full)
 : ·, 21, -11, 3, 21, 4.7, 15, 0, 51*
> CC(C)CNC(=O)N1c2ccccc2Sc2ccccc21
 : 2, -9, -7, 26, -3, 2.9, -2, -6, -44
> CCOC(=O)C1=C(O)/C(=C/c2cc(OC)c(OC)c(OC)c2)N=C1C
 : 0, -3, 4, 13, -5, 0.9, -1, -2, -13
> COC(=O)[C@@H]1Cc2c([nH]c3ccccc23)C(C)(C)N1C(=O)CCl
 : ·, -10, 9, 14, -9, 1.7, 10, -4, -8
> O=[N+]([O-])c1cnc(Nc2ccccc2)nc1Nc1ccccc1
 : -6, -2, 25, 7, -35, -0.3, 2, -2, -15
> COc1ccccc1/C=C\C(=O)NCC(=O)N/N=C(/C)c1cccc([N+](=O)[O-])c1
 : -5, -12, 4, 11, -9, 2.9, 9, -6, -19
> O=[N+]([O-])c1ccc2nc(-c3cccnc3)[nH]c2c1
 : 0, 16, -8, -23, 17, 0.1, 7, -2, 8
> C=C(C)COc1ccc(-c2[nH]ncc2Oc2ccccc2OC)c(O)c1
 : -3, -20, -10, 8, 9, -0.1, 9, -7, 7
> COc1ccc(S(=O)(=O)N2CCOCC2)cc1C(=O)N(C)Cc1ccccc1F
 : -11, -9, 1, 5, 1, 0.4, 0, -4, 7
> CCn1c(CC(=O)Nc2ccc(C)cc2)nnc1SCC(=O)NCCc1ccccc1
 : -12, -20, 7, 20, -7, -0.6, 35, -4, -5
> CC(=O)NC1CC2CCC(C1)N2Cc1ccc(C)cc1 (stereo not given)
 : -9, 12, 3, -10, 11, -0.1, 1, -6, -15
> Cc1ccc(S(=O)(=O)N(CC(=O)Nc2cccc(N(C)S(C)(=O)=O)c2)c2ccc(Cl)c(Cl)c2)cc1
 : 22, -4, -1, 21, 4, 2.7, 1, -3, 19
> Cc1csc(NC(=O)Cc2c(F)cccc2Cl)n1
 : -12, -3, 5, 9, -9, 1.0, 2, -1, -21
> COc1ccc(OC)c2c1sc(=NC(=O)C1COc3ccccc3O1)n2C (stereo not given)
 : -22, -4, 6, 10, -5, 12, 8, -1, 13
> Cc1csc(SCC(=O)Nc2sccc2C(N)=O)n1
 : -5, -7, 4, -9, -5, 4.0, 2, 0, 4
> CC(C)C[C@H]1CN([C@@H](Cc2ccccc2)CN2CCC[C@@H]2CN2C(=O)C(=O)NC[C@@H]2Cc2ccc(O)cc2)C(=O)C(=O)N1CCc1ccccc1
 : ·, 11, 4, -4, 6, -0.1, -1, -6, 16
> CC(C)(C)OC(=O)N[C@@H](Cc1ccccc1)C(=O)NCC1CCC(C(=O)N[C@@H](CCC(N)=O)C(=O)O)CC1 (stereo not given in full)
 : ·, -10, 2, 0, -8, 0.1, 0, -3, 5
> N=C1C(c2nc(-c3ccc(F)cc3)cs2)=C(O)CN1CCCN1CCOCC1
 : 0, 3, 9, 15, 1, 0.4, -4, -5, 1
> COC(=O)c1ccc(CSc2nc3ccccc3c(=O)n2-c2cccc(OC)c2)o1
 : -4, -25, -6, 17, 16, 4.2, 10, -5, 36
> CCOC(=O)C1(CCc2ccccc2)CCN(C(=O)CN2CCOC2=O)CC1
 : 10, -11, 5, 9, -5, 0.3, 0, -5, 13
> CCC1CSC(Nc2ccc(C(=O)/C=C/c3ccc(Oc4ccccc4)cc3)cc2)=N1 (stereo not given)
 : -13, -11, 1, 23, -1, 0.9, 3, -5, 22
> O=C(c1ccc2c(c1)N(Cc1ccc(F)cc1)C(=O)c1ccccc1S2(=O)=O)N1CCN(c2ccccn2)CC1
 : -24, 0, -3, 16, -4, 3.3, 6, -11, 27
> COc1ccccc1C(=O)Nc1ccccc1C(=O)N1CCCC1
 : 17, -4, -1, 19, -16, 1.1, 10, -4, 14
> O=c1cc(-c2ccsc2)oc2ccccc12
 : 10, -15, 5, 6, -1, -0.6, 12, -6, -5
> c1ccc(-c2csc(Nc3ccccn3)n2)cc1
 : -14, -8, 8, 24, -12, 0.3, 0, -5, -13
> O=C(NO)c1ccccc1C(F)(F)F
 : -2, -14, 3, 16, -2, 0.5, 6, -6, 7
> O=C(NCc1ccc2c(c1)OCO2)c1ccc(CSCc2ccc(Cl)cc2)o1
 : -2, 1, 12, -4, -7, 1.6, 4, -1, 15
> C[C@H](CO)N1C[C@H](C)[C@@H](CN(C)S(=O)(=O)c2ccccc2)Oc2c(NC(=O)CCC(F)(F)F)cccc2C1=O
 : -23, -3, 20, -5, -25, -0.4, 4, -3, -2
> CC1CCN(CCc2nc3cc(NC(=O)COc4ccccc4)ccc3n2C)CC1
 : -7, -16, 2, 25, -11, 0.1, 5, -5, -25
> CCOC(=O)c1ccc(N2Cc3ccccc3C2=NC(=O)c2ccncc2)cc1
 : ·, -8, 0, 10, 0, 1.1, 8, -7, -10
> CS(=O)(=O)N1CCCC(C(=O)NCc2ccc(F)cc2)C1 (stereo not given)
 : 3, -3, 8, 20, -8, 0.7, 9, -4, -17
> CNC(=O)/C(C#N)=C1\SC(Cc2ccc(F)cc2)C(=O)N1c1ccccc1C (stereo not given)
 : -19, -10, -2, 0, 1, 3.1, 5, 0, -4
> COc1ccc(NS(=O)(=O)c2ccc(NC(=S)NC(=O)/C=C/c3ccccc3)cc2)nn1
 : -11, 4, -5, 15, 9, 5.4, 8, -4, 29
> COc1ccc([C@H]2C[C@H](O)C[C@@H](CCn3cc(-c4ccccc4)nn3)O2)cc1
 : ·, -2, ·, -2, ·, 1.4, 4, ·, -7
> COc1c(C)cc(Br)cc1C(=O)Nc1cccc(NC(=O)c2ccco2)c1
 : -14, 3, -7, 9, 13, 3.0, ·, -6, ·
> COc1cc(/C=N/N2C(C)CCCC2C)cc(Br)c1O (stereo not given)
 : -4, -6, 4, 12, -7, 0.6, 7, -2, 6
> CSc1ccc(Cl)c(C(=O)Nc2ccc(C)cn2)c1
 : -6, -1, 5, 9, -5, 0.4, 7, -5, -34
> COc1ccc(N(C(=O)CNC(=O)c2ccco2)C(C(=O)NCC2CCCO2)c2ccccc2)c(OC)c1 (stereo not given)
 : -14, -10, 13, -5, -3, -0.4, 0, 2, -20
> O=C(O)C(Cc1cccs1)c1cccs1 (stereo not given)
 : ·, 4, 3, -16, 5, -0.4, 2, -1, 0
> Cc1ccccc1CSCC(Nc1ccc(C(=O)O)cc1[N+](=O)[O-])C(=O)O (stereo not given)
 : -2, -18, 7, 18, -27, 0.4, 15, -1, 3
> O=C(COc1ccccc1F)Nc1ccc2c(c1)CCC2
 : -3, -8, -2, -4, 1, -0.2, 1, -6, 0
> CCC(=O)Nc1sc2c(c1C#N)CCCCC2
 : -21, -13, -1, 15, -10, 0.1, -1, -5, 8
> Nc1cccc(-c2csc(-n3ncc(C(=O)O)c3C(F)(F)F)n2)c1
 : -9, 2, 3, -3, -8, -1.2, -1, -3, -10
> Cc1cccc(-c2nc3ccccc3c(=O)n2NC(=O)Cc2ccc(Cl)cc2)c1
 : -15, 1, 6, 1, -10, 3.6, 12, -4, 8
> Cc1ccc(C(=O)NCC(=O)NCC(=O)OCc2ccc(F)cc2)cc1
 : -18, 14, 2, -13, 3, -0.3, 7, -2, -20
> CCOc1ccc(CCNC(=O)CN2C(=O)COc3ccc(S(=O)(=O)N4CCOCC4)cc32)cc1
 : -18, -3, 7, -9, -16, 0.3, 18, -5, -20
> Cc1ccc(NC(=O)CNC(=O)c2ccc(C(C)(C)C)cc2)cc1S(=O)(=O)N1CCOCC1
 : -20, -17, -2, 6, -7, 0.1, 0, -5, 11

Part of the list above in order of formula weight, low to high.
Every second line gives: CHO parental Ca, CHO-K1 Ca antag, CHRM1 PAM, M1 PAM parental, M1 antag, M1 ag parental, TAAR1 agonist, CHRM1 agonist, TAAR1 antagonist
> O=C(O)C(Cc1cccs1)c1cccs1 (stereo not given)
 : ·, 4, 3, -16, 5, -0.4, 2, -1, 0
> CCC(=O)Nc1sc2c(c1C#N)CCCCC2
 : -21, -13, -1, 15, -10, 0.1, -1, -5, 8
> O=C(COc1ccccc1F)Nc1ccc2c(c1)CCC2
 : -3, -8, -2, -4, 1, -0.2, 1, -6, 0
> CSc1ccc(Cl)c(C(=O)Nc2ccc(C)cn2)c1
 : -6, -1, 5, 9, -5, 0.4, 7, -5, -34
> COc1cc(/C=N/N2C(C)CCCC2C)cc(Br)c1O (stereo not given)
 : -4, -6, 4, 12, -7, 0.6, 7, -2, 6
> Nc1cccc(-c2csc(-n3ncc(C(=O)O)c3C(F)(F)F)n2)c1
 : -9, 2, 3, -3, -8, -1.2, -1, -3, -10
> Cc1ccc(C(=O)NCC(=O)NCC(=O)OCc2ccc(F)cc2)cc1
 : -18, 14, 2, -13, 3, -0.3, 7, -2, -20
> COc1ccc([C@H]2C[C@H](O)C[C@@H](CCn3cc(-c4ccccc4)nn3)O2)cc1
 : ·, -2, ·, -2, ·, 1.4, 4, ·, -7
> Cc1ccccc1CSCC(Nc1ccc(C(=O)O)cc1[N+](=O)[O-])C(=O)O (stereo not given)
 : -2, -18, 7, 18, -27, 0.4, 15, -1, 3
> Cc1cccc(-c2nc3ccccc3c(=O)n2NC(=O)Cc2ccc(Cl)cc2)c1
 : -15, 1, 6, 1, -10, 3.6, 12, -4, 8
> COc1c(C)cc(Br)cc1C(=O)Nc1cccc(NC(=O)c2ccco2)c1
 : -14, 3, -7, 9, 13, 3.0, ·, -6, ·
> COc1ccc(N(C(=O)CNC(=O)c2ccco2)C(C(=O)NCC2CCCO2)c2ccccc2)c(OC)c1 (stereo not given)
 : -14, -10, 13, -5, -3, -0.4, 0, 2, -20
